mIDH1 inhibitor: blocks human mutant IDH1 R132H enzyme | IDH1-R132H enzyme, NADPH consumption, diaphorase/resazurin fluorescence | O75874 | Potency, µM (doses to about 76.6 µM), inactives show at the top dose activity change, negative = inhibition, hits mostly inhibitors | AID 602179 | 390,000 compounds, 0.093% hits; further: potency means the concentration at half of the fitted maximal effect; on the % scale 0 is the no-effect control and ±100 the full control effect; nearly all actives have a fitted effect of over 65% in size
Target sequence (O75874 whole entry R132H, stated change not applied): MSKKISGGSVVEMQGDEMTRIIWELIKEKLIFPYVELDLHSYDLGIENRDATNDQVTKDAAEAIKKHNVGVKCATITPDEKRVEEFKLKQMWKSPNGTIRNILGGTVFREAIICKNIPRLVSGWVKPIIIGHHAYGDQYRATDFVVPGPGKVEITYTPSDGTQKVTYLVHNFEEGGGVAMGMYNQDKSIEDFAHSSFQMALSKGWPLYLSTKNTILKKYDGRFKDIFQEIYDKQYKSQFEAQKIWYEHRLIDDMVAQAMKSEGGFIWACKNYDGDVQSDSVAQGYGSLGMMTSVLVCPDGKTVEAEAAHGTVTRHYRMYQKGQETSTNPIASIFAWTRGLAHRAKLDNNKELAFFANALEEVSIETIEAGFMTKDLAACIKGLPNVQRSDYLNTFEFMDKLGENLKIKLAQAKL
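IDH1-R132H (0.5 ug/mL dispensed) in pH 7.5 Tris buffer was preincubated 30 min with compound, then given a substrate mix of 0.016 mM NADPH and 2 mM alpha-KG for 80 min at room temperature; remaining NADPH was read by diaphorase/resazurin fluorescence.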
TrxR1 substrate: is turned over as a substrate by rat TrxR1 | O89049 | purified TrxR1 substrate turnover, NADPH consumption readout | Potency, µM (highest dose often 114 µM), for the others: at the top dose activity change, negative = substrate turnover | 390,000 compounds, 0.01% hits | AID 588456; further: potency means the concentration at half of the fitted maximal effect; on the % scale 0 is the no-effect control and ±100 the full control effect; nearly all actives have a fitted effect of over 50% in size
Target sequence (O89049 whole entry, looked up): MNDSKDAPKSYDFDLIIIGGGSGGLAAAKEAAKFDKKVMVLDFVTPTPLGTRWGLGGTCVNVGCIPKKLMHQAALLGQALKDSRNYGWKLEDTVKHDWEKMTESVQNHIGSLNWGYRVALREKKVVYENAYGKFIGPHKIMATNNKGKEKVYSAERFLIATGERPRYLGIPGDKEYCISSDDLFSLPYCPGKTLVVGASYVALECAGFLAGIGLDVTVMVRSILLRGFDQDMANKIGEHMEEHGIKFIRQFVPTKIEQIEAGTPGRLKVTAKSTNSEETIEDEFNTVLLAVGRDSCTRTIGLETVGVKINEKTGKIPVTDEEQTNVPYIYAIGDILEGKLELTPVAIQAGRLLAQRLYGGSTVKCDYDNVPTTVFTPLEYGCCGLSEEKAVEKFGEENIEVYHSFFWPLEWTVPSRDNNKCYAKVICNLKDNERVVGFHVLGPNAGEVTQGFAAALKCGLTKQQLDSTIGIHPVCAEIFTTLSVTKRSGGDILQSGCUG
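Rat TrxR1, dispensed at 90 nM, was prereduced with 400 uM NADPH (final) for 5 min at ~22 deg C, then incubated with compound 15 min before 400 uM selenite. A first-read NADPH fluorescence drop versus no-compound background flagged substrates.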
Vif-A3G inh: blocks the Vif interaction with human APOBEC3G | AID 602310 | HeLa A3G-eYFP + Vif (tagged APOBEC3G with the HIV-1 protein that degrades it), YFP fluorescence, overnight | Potency, µM (highest dose often 46.1 µM), for inactives: top-dose activity, negative = active, hits mostly inhibitors | 410,000 compounds, 0.076% hits;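 further: potency means the concentration at half of the fitted maximal effect; on the % scale 0 is the no-effect control and ±100 the full control effect; nearly all actives have a fitted effect of over 60% in size; hits raise eYFP signal because A3G escapes Vif-driven loss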
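HeLa cells stably expressing Vif and C-terminally eYFP-tagged A3G, seeded overnight at 37 deg C, then exposed to compound by pintool overnight at 37 deg C. Rise in yellow fluorescence (Ex 488/Em 500-530, Acumen) marks blocked Vif-driven A3G degradation.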
LDHA inh: LDHA (human) enzyme inhibition | purified LDHA, NADH/diaphorase-resazurin fluorescence; stronger effect = lower value | activity change, % (values are at about 110 or 230 µM) | 480,000 compounds, 0.15% hits | AID 1347041; in the data active means activity change below about -30%; inconclusive means mostly about -25% to -30%;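 further: plate controls were DMSO wells for no effect and wells without enzyme for full effect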
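Remaining NADH was detected by diaphorase (0.133 mg/mL) converting 37 µM resazurin to fluorescent resorufin, read at 0 and 20 minutes. The preceding 5-minute room-temperature reaction used 2 nM LDHA, 0.2 mM sodium pyruvate and 0.06 mM NADH at pH 7.4.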
RGS4 inh: inhibitors of human regulator of G protein signaling 4; Potency, µM (doses to about 114 µM), for inactives: at the highest dose activity change, negative = inhibition, hits mostly inhibitors; P49798; Transcreener GDP fluorescence polarization, RGS4-accelerated GTP hydrolysis; 390,000 compounds, 0.039% hits; further: potency means the concentration at half of the fitted maximal effect; on the % scale 0 is the no-effect control and ±100 the full control effect; nearly all actives have a fitted effect of over 75% in size; some results filed as inactive show a strong effect at the top dose
Target sequence (P49798 whole entry, looked up): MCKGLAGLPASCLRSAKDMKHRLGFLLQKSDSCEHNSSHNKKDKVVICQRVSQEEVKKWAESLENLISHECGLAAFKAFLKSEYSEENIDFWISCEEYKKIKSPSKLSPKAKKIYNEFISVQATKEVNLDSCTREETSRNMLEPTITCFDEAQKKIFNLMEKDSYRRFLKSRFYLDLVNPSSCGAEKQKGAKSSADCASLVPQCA
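MLSMR compounds (23 nl, pin-transferred) preincubated 10 min at room temperature with a 500nM (2x) first reagent, then RGS4 at 900nM (2x) plus Transcreener GDP mix added; fluorescence polarization (620/688 nm) read before and after 90 min at 30 °C.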
Vif-APOBEC3F blk: blocks the Vif interaction with APOBEC3F; HeLa A3F-eYFP + Vif (tagged APOBEC3F with the HIV-1 protein that degrades it), YFP fluorescence increase; Potency, µM (series often up to 46.1 µM), without a hit: at the highest dose activity, negative = active; 390,000 compounds, 0.2% hits; AID 602313; further: potency means the concentration at half of the fitted maximal effect; % of control where 0% means no effect; nearly all actives have a fitted effect of over 65% in size
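Fluorescence increase (Ex 488/Em 500-530) after overnight compound treatment at 37 deg C flags inhibition of Vif-driven A3F-eYFP loss in stable HeLa A3F-eYFP/Vif cells seeded overnight beforehand.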
rTrxR1 inhibitor: rat TrxR1 inhibition. Potency, µM (highest dose often 114 µM), inactives show top-dose activity change, negative = inhibition, hits mostly inhibitors. AID 588453. 390,000 compounds, 1% hits. recombinant rTrxR1, NADPH fluorescence consumption, selenite substrate. O89049; further: potency means the concentration at half of the fitted maximal effect; on the % scale 0 is the no-effect control and ±100 the full control effect; nearly all actives have a fitted effect of over 65% in size
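Rat TrxR1 (90 nM in the dispensed reagent) was pre-reduced with 400 uM NADPH for 5 min at room temperature, then incubated with compound for 15 min. After 400 uM selenite was added, NADPH fluorescence (Ex 340/Em 450 nm) was followed for 8 min.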
Glioma ERSR ind: induces the endoplasmic reticulum stress response in human glioma cells. Potency, µM, without a hit: at the highest dose activation, usual class: activators. AID 602332. 420,000 compounds, 0.02% hits. U87-MG GRP78 promoter luciferase reporter, 16 h; further: potency means the concentration at half of the fitted maximal effect; series mostly up to about 76 µM; % of control where 0% means no effect; nearly all actives have a fitted effect of over 35% in size
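ERSR induction read as luciferase luminescence (Bright-Glo, 10 min at room temperature) in stably transfected human U87-MG glioma cells exposed to compounds for 16 h, using GRP78 as sensor.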
USP1 inh: inhibitors of human USP1/UAF1 deubiquitinase. O94782. recombinant USP1/UAF1, Ub-Rhodamine cleavage fluorescence. Potency, µM (top dose mostly 57.1 µM), without a hit: at the top dose activity change, negative = inhibition, most hits filed as inhibitors. 390,000 compounds, 0.23% hits; further: potency means the concentration at half of the fitted maximal effect; on the % scale 0 is the no-effect control and ±100 the full control effect; nearly all actives have a fitted effect of over 60% in size; inactives centre near -12
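In this screen, compounds sit with the deubiquitinase complex (1nM) for 15 min at room temperature before Ub-Rho is added at 150nM final. Fluorescence rise is then followed for 6 reads every 60 seconds.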
Active calls of the source: *; ? = inconclusive; · = no result given; & = joins results of further samples; [ ] = remark or other dose. Unless noted, the call rests on the fitted dose curve; in most records, active means well fitted curve in the direction sought with a large enough effect; inconclusive means small, poorly fitted or top-dose-only effect, or another doubt; inactive means no such curve, though single readings can be large; an effect the other way counts as inactive or inconclusive.

Every second line gives: mIDH1 inhibitor | TrxR1 substrate | Vif-A3G inh | LDHA inh | RGS4 inh | Vif-APOBEC3F blk | rTrxR1 inhibitor | Glioma ERSR ind | USP1 inh
O=C(Cn1c(=O)cnc2ccccc21)NCC(=O)Nc1ccc(F)c(F)c1
→ 7.7% | -6.0% | 2.3% | -1.3 | -16.6% | 7.0% | -1.8% | -4.0% | -17.2%
CCOC(=O)c1ccc(NC(=O)CSc2nc(C)cc(=O)[nH]2)cc1
→ 5.6% | -2.6%[57.1 µM] | 1.6% | -5.2 | -14.8% | -13.4% | 3.2%[57.1 µM] | -3.1% | -1.6%
CCN(CC)CCN1C(=O)C(=O)/C(=C(/O)c2ccccc2)C1c1ccccc1F (stereo not given)
→ 12.6% | ? | 0.8% | -8.5 | 30.9% | · | -15.2% | 0.1% | -10.2%
CC(=O)N(Cc1cc(=O)[nH]c2ccccc12)c1ccc(C)cc1
→ 1.9% | 3.0% | -5.8% | -1.5 | 12.0% | · | 6.3% | 3.8% | -14.2%
CCOc1ccc(NC(=O)Cn2c(=O)n(CCCC(=O)NCCc3ccc(Cl)cc3)c(=O)c3ccccc32)cc1
→ -16.6% | -2.9%[57.1 µM] | -1.1% | -1.0 | 34.9% | 0.8% | 6.8%[57.1 µM] | -1.8% | -13.3%
Cn1cc([N+](=O)[O-])c(C(=O)Nc2nccs2)n1
→ 3.6% | 0.1% | -16.0% | -6.3 | 8.4% | 0.8% | 20.4% | -11.3% | -1.9%
CC(OC(=O)C1CSC2(C)CCC(=O)N12)C(=O)Nc1ccc(F)cc1 (stereo not given)
→ 8.9% | 6.0% | 1.6% | 0.7 | 9.9% | 0.4% | 27.6% | -1.6% | -21.5%
COc1ccccc1CNC(=O)COC(=O)/C=C/c1ccc2ccccc2n1
→ -10.5% | -0.4% | ? | -12.4 | 8.0% | -0.7% | 6.2% | 9.5% | -15.4%
CC(C)=CC(=O)Nc1ccc(S(=O)(=O)Nc2onc(C)c2C)cc1
→ 8.6% | 7.0%[57.1 µM] | -0.1% | -5.9 | -18.8% | 1.5% | 8.9%[57.1 µM] | -5.1% | -20.1%
COc1ccccc1N/C(=N/S(=O)(=O)c1ccc(Cl)cc1)c1ccccc1
→ -0.8% | -10.1% | -0.7% | -8.3 | -5.5% | -0.4% | 8.6% | -1.8% | -11.9%
Cc1c(C)c2c(OCC(=O)N3CCC(C(N)=O)CC3)cc3c(c2oc1=O)CCC(C)(C)O3
→ 2.0% | 626.3%[activator] | -0.4% | -0.4 | 38.4% | -0.5% | ? | -2.6% | 5.2%
COc1ccccc1C1Nc2cccc3cccc(c23)N1
→ 7.3% | 0.7% | -3.8% | 10.9&8.9 | -46.2% | -3.5% | ? | 1.2% | -20.4%
CC(C)CNC(=O)COCc1cc(-c2ccc3c(c2)OCO3)on1
→ 4.4% | 7.5%[57.1 µM] | 3.5% | 0.1 | -21.5% | 17.8% | -44.1% | -4.1% | -15.9%
CCOC(=O)c1ccc(NC(=S)Nc2ccc(C)cc2)cc1
→ 0.9% | 5.6% | 2.5% | -3.4 | -11.9% | -4.4% | -8.8%[57.1 µM] | 1.9% | -6.3%
Cc1cccc(Cc2ccc(Cl)nn2)c1
→ 1.7% | 6.5%[57.1 µM] | 0.7% | -8.1 | 8.3% | -3.9% | 17.0%[57.1 µM] | 4.0% | -16.8%
O=C(c1ccc(Cl)cc1Cl)N1CCC(C(=O)N2CCOCC2)CC1
→ -3.7% | 7.1% | 6.7% | -5.5 | 15.7% | 0.5% | 24.6% | -3.9% | -16.8%
COc1ccc2c(c1)sc1ncc(C(=O)NCc3cccc(C)c3)c(=O)n12
→ 13.8% | 9.8% | -1.9% | -9.8 | 7.7% | -2.7% | 15.6% | -3.8% | -7.0%
Cc1ccc(S(=O)(=O)N2CCOCC2)cc1NC(=O)COC(=O)CCC(=O)c1ccc(F)cc1
→ 4.4% | -5.3% | -2.2% | -6.8 | 7.0% | -11.9% | -18.2% | -2.5% | -25.8%
COc1ccc(S(=O)(=O)N2CCCCCC2)cc1C(=O)N(C)CCOc1ccc(Cl)cc1
→ 10.3% | -6.0%[57.1 µM] | 1.0% | -3.2 | -5.4% | -5.3% | 16.3% | 0.9% | -8.7%
CCCCCn1c(CNC(C)=O)nc2ccccc21
→ 4.1% | -0.9% | 0.4% | 0.8 | 17.2%[56.9 µM] | -10.6% | -3.3% | -4.4% | -2.4%
CCn1c(SCc2ccc(Cl)cc2Cl)nc2nc3c(cc2c1=O)CCCC3
→ 6.4% | 8.9% | 0.8% | -4.5 | -1.3% | -0.3% | 11.7%[57.1 µM] | -4.5% | -13.2%
O=C(CN1CCOCC1)Nc1ccccc1C(=O)Nc1ccccc1
→ 3.0% | 9.6%[57.1 µM] | -2.8% | -5.7 | -5.8% | 7.2% | 19.9%[57.1 µM] | -1.3% | -13.1%
Cc1ccc(C(=O)N/C(=C/c2ccc(-c3cccc([N+](=O)[O-])c3)o2)C(=O)NC(C)C)cc1
→ 1.9% | -15.8% | -6.4% | -7.5 | -10.3% | 1.0% | -6.7% | -4.2% | -15.8%
O=C(O)CCc1nc(-c2cccs2)no1
→ 1.8% | 1.5% | 1.6% | -4.1 | 12.2% | 3.0% | 17.0% | -1.2% | 0.9%
Cc1cc(C)cc(N2C(=O)CCSC23C(=O)N(Cc2ccccc2)c2ccccc23)c1 (stereo not given)
→ ? | -5.6% | 1.1% | -4.6 | -5.5% | -0.5% | 11.9% | -2.2% | ?
NS(=O)(=O)c1cccc(NC(=O)COc2ccc([N+](=O)[O-])cc2)c1
→ -7.3% | -4.3% | -4.4% | -2.0 | 29.9% | -17.5% | 0.5% | -2.2% | -7.0%
CCOC(=O)c1c(C)[nH]c(C)c1S(=O)(=O)N1c2ccccc2CC1C (stereo not given)
→ 12.2% | 1.5% | 0.4% | 0.2 | 44.0% | 7.7% | 31.1% | -6.0% | -2.8%
COc1cc(NC(=O)CN2CCCCC2)c(C)cc1[N+](=O)[O-]
→ -2.9% | -10.4% | 0.1% | -6.8 | -10.8% | 0.4% | -9.7% | 1.3% | -7.7%
COc1ccccc1CN1CCNC(=O)C1CC(=O)NC1CCCCCC1 (stereo not given)
→ -1.5% | 2.5% | -0.1% | -0.7 | 10.9% | -0.9% | ? | -4.3% | -5.0%
O=C1CCC(C(=O)N2CCC(O)(c3ccccc3)CC2)CN1CCc1ccccc1 (stereo not given)
→ -0.7% | 5.1% | -3.6% | -4.7 | -43.7% | 1.9% | 11.1% | -1.1% | -13.9%
CC1Cc2ccccc2N1C(=O)CCn1c(=O)oc2ccccc21 (stereo not given)
→ 6.2% | 2.7%[57.1 µM] | -2.7% | -10.4 | -3.2% | -4.1% | 5.7%[57.1 µM] | -2.5% | -21.6%
O=C(Cn1cncn1)c1ccccc1Br
→ -0.1% | 4.6% | -5.7% | -6.7 | -6.9% | 0.8% | 10.6% | 1.2% | -24.9%
CCn1nc(NC(=O)c2ccco2)c2cc3ccc(C)cc3nc21
→ 1.2% | 52.0%[activator] | -10.0% | -5.1 | -18.8% | -4.3% | 12.9% | -4.3% | -4.9%
CC(C)(C)C1CCc2c(C(=O)NNC(=O)CCC(=O)O)csc2C1 (stereo not given)
→ 4.7% | -13.2% | -0.1% | -0.6 | -31.8% | 0.2% | -21.9% | -6.7% | -11.2%
COCCN(C(=O)CSc1nnc(-c2ccccc2F)n1C)c1c(N)n(Cc2ccccc2)c(=O)[nH]c1=O
→ 19.8% | 5.3% | -0.1% | -2.7 | 4.3% | 22.1% | 16.3% | -4.3% | -13.8%
CC(=O)Nc1nc(-c2ccccc2)ns1
→ -1.4% | -5.1% | -1.5% | 5.1 | 22.5% | -14.9% | 2.0% | 5.3% | -1.3%
COc1cccc(C2=NOC(C(=O)NC(C)C)C2)c1 (stereo not given)
→ 7.6% | 2.3% | -0.5% | -2.9 | -9.4% | 1.7% | 19.1% | -1.7% | -12.5%
COC(=O)C1C(=O)CC(C)(O)C(C(=O)OC)C1/C=C/c1ccccc1 (stereo not given)
→ 12.4% | -7.0% | 1.1% | 0.0 | -29.9% | -18.5% | -10.0% | 1.4% | -9.0%
COc1ccc2[nH]c(=O)c(C(c3nnnn3CC3CCCO3)N3CCCCC3)cc2c1 (stereo not given)
→ 5.6% | 22.7% | 1.5% | -0.1 | 8.7% | -23.3% | 11.2%[57.1 µM] | -4.9% | -27.1%
CCN(CC)Cc1c(O)ccc2c(=O)c(-c3ccc4c(c3)OCCO4)coc12
→ 11.9% | 47.2%[activator] | -12.7% | -0.8 | -4.0% | -3.4% | -24.6% | 2.4% | 3.2%
O=C(Nc1cccc(Cl)c1Cl)C1CCCC1
→ 0.7% | 7.9%[11.4 µM] | -2.8% | 5.8 | -1.2% | 11.1% | 14.6%[11.4 µM] | -4.0% | -13.3%
Cc1ccc(OCCn2nc3ccccc3n2)c(C)c1
→ 6.1% | -6.7% | -0.3% | -0.5 | 3.7%[56.9 µM] | -2.5% | 5.5% | -1.3% | -5.2%
CC(=O)c1ccc(N2CCN(S(=O)(=O)c3ccc4c(c3)C(C)(C)C(=O)N4)CC2)cc1
→ -18.8% | -6.5% | -4.7% | -9.8 | 12.9% | -2.0% | 19.3% | -2.2% | ?

Compound activity deposited in PubChem by National Center for Advancing Translational Sciences (NCATS).

Some of the compounds tested; count on the stated rates, not on these rows.
